High-throughput results as filed in PubChem BioAssay.
IDE act: boosts human insulin-degrading enzyme activity in HEK cells | P14735 | FAbeta-B cleavage, fluorescence polarization; 0% vehicle, 100% cell-free pure enzyme wells | activation, % at 5.96 µM | 340,000 compounds, 0.073% hits | AID 493087;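 active = activation above the mean of all tested compounds plus 3 SD, set per screening campaign, cut at about 17% in these data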
Target sequence (P14735 whole entry, looked up): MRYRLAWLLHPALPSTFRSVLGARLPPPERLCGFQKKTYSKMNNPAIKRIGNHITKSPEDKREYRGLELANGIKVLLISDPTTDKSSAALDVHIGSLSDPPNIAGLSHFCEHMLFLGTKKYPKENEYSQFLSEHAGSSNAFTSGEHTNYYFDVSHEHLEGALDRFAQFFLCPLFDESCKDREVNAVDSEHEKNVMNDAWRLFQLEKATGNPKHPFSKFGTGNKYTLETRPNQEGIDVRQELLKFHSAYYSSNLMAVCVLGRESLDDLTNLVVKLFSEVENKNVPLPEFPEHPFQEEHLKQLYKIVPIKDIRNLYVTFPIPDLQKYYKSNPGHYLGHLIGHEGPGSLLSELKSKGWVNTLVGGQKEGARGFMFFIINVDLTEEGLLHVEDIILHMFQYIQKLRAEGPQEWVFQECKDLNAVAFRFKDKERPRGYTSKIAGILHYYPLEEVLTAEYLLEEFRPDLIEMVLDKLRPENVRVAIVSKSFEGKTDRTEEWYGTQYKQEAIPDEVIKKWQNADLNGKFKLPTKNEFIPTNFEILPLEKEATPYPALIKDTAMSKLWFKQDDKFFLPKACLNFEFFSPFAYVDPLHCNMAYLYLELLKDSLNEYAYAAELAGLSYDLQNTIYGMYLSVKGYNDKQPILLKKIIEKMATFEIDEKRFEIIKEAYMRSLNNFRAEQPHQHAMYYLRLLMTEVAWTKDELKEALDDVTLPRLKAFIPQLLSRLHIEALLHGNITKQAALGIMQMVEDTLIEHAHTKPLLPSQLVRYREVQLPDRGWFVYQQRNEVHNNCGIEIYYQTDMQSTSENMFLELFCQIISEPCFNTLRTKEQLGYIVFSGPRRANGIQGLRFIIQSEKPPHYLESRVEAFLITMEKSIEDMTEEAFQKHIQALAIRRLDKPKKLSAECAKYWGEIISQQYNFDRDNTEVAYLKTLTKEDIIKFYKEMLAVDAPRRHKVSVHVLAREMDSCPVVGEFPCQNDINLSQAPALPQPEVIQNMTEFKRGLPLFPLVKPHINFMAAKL
pCIP destab: compounds decreasing mouse p/CIP protein stability | F442A p/CIP-EGFP cells, EGFP fluorescence, 16 h | AID 1984 | decrease of EGFP signal, % at 10 µM | Q05BA5 | 290,000 compounds, 0.01% hits;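 active = EGFP signal decrease of at least 30% at 10 µM or well 3 SD below plate mean, unless failing retest; inactive = the rest, including hits failing retest or dose response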; note: some compounds called inactive have numbers as strong as hits; many of its hits are not listed in these tables
IMP-1 inhibitor: inhibitors of Pseudomonas aeruginosa IMP-1 metallo-beta-lactamase; purified IMP-1, nitrocefin hydrolysis, epi-absorbance fluorescence; inhibition, % at 5.6 µM; 290,000 compounds, 0.45% hits;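 active = inhibition above the mean plus 3 SD of all compounds in the same screening run, cut at about 4.5% in these data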;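 note: 0% = IMP-1 with DMSO and 100% = DMSO wells lacking enzyme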
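System: Purified recombinant IMP-1 metallo-beta-lactamase enzyme | Measured by: Fluorescence quenching readout, ex 480/em 530 nm | Replication: Singlicate | Incubation: 15 min preincubation plus 25 min reaction at 25 °C | Evaluation: Percent inhibition from optical density relative to buffer-blank wells | Benchmarks: DMSO with and without IMP-1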
NALP1 yeast inh: NALP1 inhibition; 280,000 compounds, 0.61% hits; inhibition, % at 10 µM; S. cerevisiae NALP1/ASC/caspase-1 growth, X-gal OD620, 72 h; AID 2071; in the data active = inhibition mostly above about 24%, no sharp cut-off; inactive = mostly below about 32%; note: some compounds called inactive have numbers as strong as hits
PfM18AAP inh: PfM18AAP enzyme inhibition | recombinant PfM18AAP, H-Glu-NHMec fluorogenic cleavage | inhibition, % at 7.35 µM | 290,000 compounds, 1.2% hits;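 active = inhibition above the campaign mean inhibition over all tested compounds plus 3 SD, cut at about 28% in these data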;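 note: 0% = plate median of test compound wells and 100% = 2 mM ZnCl2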
PHOSPHO1 block: PHOSPHO1 (human) inhibition. Q8TCT1. recombinant PHOSPHO1, absorbance phosphatase assay. inhibition, % at 13.3 µM. 290,000 compounds, 1.1% hits; in the data active = inhibition above about 60%
GPR7 antagonist: human neuropeptides B/W receptor 1 antagonism; 290,000 compounds, 1.1% hits; GPR7-expressing cells, fluorescence antagonist assay; inhibition, % at 4.4 µM; in the data active = inhibition above about 16%, passing the limit was not always enough;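 note: cells stimulated with the agonist NPW; 0% = agonist with vehicle and 100% = vehicle without agonist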
IDE cell inh: inhibitors of human insulin-degrading enzyme in cells. AID 434962. P14735. HEK cells, FAbetaB cleavage, fluorescence polarization. inhibition, % at 5.59 µM. 320,000 compounds, 0.41% hits;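 active = percent inhibition above the average of all tested compounds plus 3 SD, set per screening campaign, cut at about 16% in these data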;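 note: IDE supplied by intact live HEK cells; FP after avidin binding of uncleaved biotin substrate so inhibition keeps polarization high; 0% = DMSO wells and 100% = 60 µM reference IDE inhibitor Ii1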
VIM-2 inhibitor: inhibitors of Pseudomonas aeruginosa VIM-2 metallo-beta-lactamase; purified VIM-2, nitrocefin hydrolysis, epi-absorbance fluorescence; inhibition, % at 5.6 µM; 290,000 compounds, 0.89% hits; AID 1527;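 active = inhibition above the mean of all tested compounds plus 3 SD, cutoff set per screening run, cut at about 7.5% in these data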;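 note: red hydrolysis product quenches plate fluorescence so inhibitors raise well fluorescence; 0% = enzyme with DMSO and 100% = DMSO without enzyme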
The depositor's hits bear a star; nt = not tested or not shown.

IDE act | pCIP destab | IMP-1 inhibitor | NALP1 yeast inh | structure | PfM18AAP inh | PHOSPHO1 block | GPR7 antagonist | IDE cell inh | VIM-2 inhibitor
-1 | 4 | 0.3 | 11 | CCOc1ccc(C(=O)Nc2nccs2)cc1[N+](=O)[O-] | -1 | -4 | 15 | 0 | -0.4
-16 | -5 | -5.1 | 32 | Cc1cccc(N2CCN(C(=O)c3ccc(NS(=O)(=O)c4c(C)noc4C)cc3)CC2)c1C | 7 | -21 | -12 | 9 | -6.0
2 | -3 | -2.4 | 19 | COC(=O)c1ccc(Nc2nc(-c3ccncc3)nc3ccccc23)cc1 | -1 | 16 | -15 | 3 | 2.7
2 | 3 | -3.1 | -16 | Cc1cccc(C)c1OCC(=O)N/N=C/c1cc2c(cc1[N+](=O)[O-])OCO2 | 22 | 32 | 7 | 7 | -2.7
3 | -3 | -0.6 | 5 | O=C(Oc1ccc2cc(Br)ccc2c1)c1cccnc1 | -6 | 30 | 7 | -2 | -3.7
-1 | -13 | -2.9 | -8 | CCS(=O)(=O)N1CCCC(C(=O)NCCCN(C)Cc2ccccc2)C1 (centres undefined) | -2 | -7 | -4 | 2 | -2.5
-35 | -53 | -0.9 | 13 | CCCC1=NN2C(=N)/C(=C\c3ccc(SCc4ccco4)o3)C(=O)N=C2S1 | 17 | 89* | -12 | 18* | -2.9
5 | -11 | -1.4 | 21 | O=C(CN1CCN(c2cccc(Cl)c2)CC1)NC1CCCc2ccccc21 (centres undefined) | -8 | 36 | -5 | -2 | -0.8
0 | -10 | -1.8 | 6 | COc1ccc(CNC(=O)Cc2c(C(=O)O)[nH]c3ccccc23)c(OC)c1 | 4 | 23 | 3 | -5 | -3.5
6 | -8 | -0.3 | 17 | Cc1cccn2c(=O)c3cc(C#N)c(=NC(=O)c4cccs4)n(CC(C)C)c3nc12 | -7 | 21 | -21 | 4 | 1.2
3 | -2 | -0.6 | 9 | COc1cn(-c2ccccc2)nc1C(=O)NCc1ccc(C)cc1 | 0 | 11 | 12 | 0 | 0.0
1 | -2 | -3.8 | 31 | O=C(Nc1nnc(SCc2ccc(Cl)cc2)s1)C1CC(=O)N(Cc2ccccc2)C1 (centres undefined) | -6 | -16 | -3 | -1 | -0.4
2 | -5 | -2.5 | 9 | COc1cccc(NC(=S)N(Cc2ccccn2)Cc2ccccc2Cl)c1 | 4 | 1 | 1 | 4 | -2.6
-2 | 0 | -2.8 | 26 | CN(C)CCNC(=O)Cn1c(=O)c2cccn2c2ccc(F)cc21 | 0 | 42 | -11 | nt | -0.7
6 | 8 | 0.3 | 12 | Cc1nn(C)c(Oc2cccc(Cl)c2)c1C(=O)Nc1ccc(F)cc1 | -5 | 7 | 1 | -4 | 0.7
-1 | -5 | -2.8 | 2 | O=C(CCCC(=O)OCC(=O)c1ccc(Cl)cc1)NC1CCCCC1 | -2 | 21 | -8 | 5 | -3.2
0 | -15 | -3.3 | 40 | CCC(=O)c1cc(F)c(N2CCN(C(=O)Cc3ccccc3)CC2)cc1C | -7 | -15 | -1 | 4 | 0.5
5 | 10 | -0.8 | 7 | CCN(C#N)c1nc(N(C)C)nc(N(C)C)n1 | 5 | -10 | -14 | 7 | 0.9
8 | 5 | -0.6 | 19 | COc1ccc(/C=C2/Sc3ccc(C(=O)NCCN4CCCCCC4)cc3NC2=O)cc1 | 9 | 48 | 6 | 3 | 2.4
-4 | -18 | -0.9 | 32 | CC(=O)NS(=O)(=O)c1ccc(NC(=O)COc2ccc(C(=O)c3ccccc3)cc2)cc1 | -6 | 0 | -8 | -1 | -2.0
-5 | -13 | -1.5 | 8 | COc1ccc(S(=O)(=O)N2CCCCCC2)cc1C(=O)N1CCCCC1 | -12 | 20 | 10 | -1 | -0.6
-4 | -1 | -0.1 | -1 | CON1C(=O)C(=O)N(OC)C(C)(C)C1C (centres undefined) | -6 | 36 | -1 | 4 | 1.3
-3 | 3 | -1.1 | 9 | O=C(CN1CCOCC1)Nc1ccccc1C(=O)Nc1ccccc1 | -4 | 30 | 7 | 2 | -0.6
nt | -6 | -1.6 | 18 | CC1=C(C(=O)N2CCN(c3cc(C)ccc3C)CC2)C2(CCC(C)CC2)OC1=O (centres undefined) | 1 | 4 | -9 | nt | -0.6
4 | -11 | -1.4 | -5 | O=C(NCc1ccco1)/C(=C\c1cccnc1)NC(=O)c1ccccc1F | -4 | -32 | 0 | 1 | -2.6
6 | 4 | -4.1 | 6 | CCCC(=O)Nc1cc(C(=O)N(C)CC(OC)OC)ccc1S(=O)(=O)c1ccc(C)cc1 | -3 | 15 | -12 | 6 | -0.8
4 | 0 | -1.8 | 3 | COc1cc(CN(C(=O)c2cc3ccccc3oc2=O)C2CCS(=O)(=O)C2)cc(OC)c1OC (centres undefined) | -4 | -5 | -14 | 3 | -1.0
6 | -9 | -3.2 | 29 | C=C[C@]1(C)C[C@H]1[C@H](NP(=O)(c1ccccc1)c1ccccc1)c1ccccc1 | -12 | 1 | -1 | 0 | -1.7
0 | -1 | -2.2 | -2 | CN1C(=O)/C(=N\OC(=O)c2ccccc2Cl)c2ccccc21 | 2 | 43 | -11 | -4 | -0.9
-2 | -8 | -1.0 | 16 | CC(C)n1nnnc1SCC(=O)c1ccc2c(c1)OCCO2 | -7 | 38 | 1 | -2 | -1.6
0 | -6 | -1.2 | 16 | CCn1c(=O)c(=O)[nH]c2cc(C(=O)NC3CCCc4ccccc43)ccc21 (centres undefined) | -1 | 15 | 23* | 0 | -1.0
2 | -5 | -2.1 | 14 | Cc1nn(CCCC(=O)Nc2ccc(Br)cc2F)c(C)c1[N+](=O)[O-] | 9 | 12 | 7 | -1 | 0.0
5 | -16 | -3.2 | 14 | CCOC(=O)N1CCN(C(=O)c2ccc3c(c2)N(Cc2ccc(C)cc2)CCS3)CC1 | -5 | -6 | -5 | 0 | -4.6
3 | -4 | -2.6 | 10 | O=C(NCCCN1CCOCC1)C(=O)NCC1OCCN1S(=O)(=O)c1cc(F)ccc1F (centres undefined) | -2 | 48 | -11 | -1 | -2.8
2 | 1 | -1.4 | 2 | COc1ccc(-c2cnc(N)nc2-c2ccc(OC)cc2O)cc1 | 0 | 9 | -9 | 3 | 0.7
2 | 1 | -1.4 | -3 | CC(=O)c1c(C)nc(-c2ccc(OCC(=O)Nc3cccc(C)c3C)cc2)n1O | 3 | -10 | -11 | 10 | -2.4
1 | 4 | -6.2 | 8 | Cc1ccc(-c2cc(C(F)F)n3ncc(C(=O)N4CCCc5ccccc54)c3n2)cc1 | -3 | -1 | -9 | 5 | -3.7
1 | -6 | -0.8 | 15 | CCCC(C)NC(=O)COC(=O)c1cccc(NS(C)(=O)=O)c1 (centres undefined) | -3 | 33 | -3 | -3 | -0.4
-8 | -10 | -1.5 | 10 | CC(O)CNC(=O)C1CCN(Cc2ccc(OCc3ccccc3)cc2)CC1 (centres undefined) | -2 | 15 | 4 | 8 | -1.0
6 | -13 | -4.8 | -64 | CCOc1ccc(-n2c(C)c(C(=O)O)c3cc(OC)ccc32)cc1 | 0 | 39 | 2 | 1 | -2.4
-4 | nt | -1.0 | nt | Cc1ccc2cc(CN(CCCN3CCOCC3)C(=O)NC3CCCCC3)c(=O)[nH]c2c1C | 3 | nt | -15 | 1 | 1.1
-2 | -3 | -2.5 | 12 | O=C(/C=N/O)NCc1cccnc1 | -1 | 4 | -9 | 4 | -1.8
2 | 7 | -1.2 | 10 | COc1ccc(CCNC(=O)c2cc(C)oc2C)cc1OC | -3 | 36 | 10 | 2 | 1.5
-1 | -1 | -11 | 17 | c1ccc(-c2ccc3c(c2)NCCN3)cc1 | 4 | 10 | -9 | -5 | -1.8
1 | -6 | -0.8 | 10 | CCCCCCn1c(CN2CCC(C)CC2)nc2c1c(=O)n(C)c(=O)n2C | 6 | -2 | -8 | 0 | -3.3
-8 | -8 | -0.9 | -6 | CCC(C)NC(=O)C1CCN(S(=O)(=O)c2cccs2)CC1 (centres undefined) | 8 | -14 | 2 | 4 | 2.1
5 | -13 | 0.5 | nt | Cc1ccc2c(c1)CCCN2C(=O)c1cccs1 | 1 | -4 | -12 | 2 | -3.0
-2 | -5 | -2.7 | 18 | COc1cc(OC)c(OC)cc1CNCCNC(=O)c1nonc1N | 6 | -19 | 14 | 1 | -3.1
nt | -7 | -1.0 | 33 | CCOC(=O)c1c(C)[nH]c(C(=O)Nc2ccc(C)c(Cl)c2)c1C | -12 | 1 | -2 | 8 | 0.6
3 | -9 | -1.5 | 2 | CCCNC(=O)Nc1ccc(NC(C)=O)cc1 | 5 | 25 | -9 | -1 | -0.9
5 | -2 | -1.2 | 16 | COc1ccc(NC(=O)CSc2nc3sc(C)c(C)c3c(=O)n2Cc2ccco2)cc1 | 3 | -18 | 26 | 2 | -0.8
1 | -2 | -3.4 | -8 | COc1ccc(CCC(=O)Nc2ccc(N3CCOCC3)cc2)cc1 | -1 | 21 | -4 | -1 | -3.6
4 | 0 | -1.9 | -12 | Cc1ccc(C(=O)C(C)[n+]2cccc(C(N)=O)c2)cc1 (centres undefined) | 2 | -16 | -14 | -2 | -2.6
-15 | 4 | -2.1 | -19 | COc1cc(/C=N/N2C(=O)CSC2=S)ccc1O | 33* | 53 | -5 | 26* | -5.3
4 | -10 | 0.0 | 9 | COc1ccc(OCC(=O)Nc2c(C)ccc3nsnc23)cc1 | 0 | -57 | -19 | 1 | -4.1
0 | -2 | -5.6 | 3 | O=C(NCCNS(=O)(=O)c1ccccc1)c1ccc([N+](=O)[O-])cc1 | -2 | -13 | -4 | 7 | -2.2
-3 | -14 | -2.9 | 4 | COc1ccc(CNC(=O)CCCn2c(=S)[nH]c3cc4c(cc3c2=O)OCO4)cc1 | 10 | 28 | -16 | 3 | -2.6
3 | -5 | 1.4 | 10 | Cc1nc2ccccn2c1-c1csc(NCc2ccco2)n1 | 0 | 14 | -6 | 0 | -0.5
3 | -10 | -1.4 | 3 | CCOC(=O)C(NC(=O)c1ccccc1)(Nc1cccc(C)n1)C(F)(F)F (centres undefined) | 3 | -1 | -2 | 5 | -0.1
2 | 0 | -2.8 | 18 | CCOC(=O)c1c(NC(=O)C2CCCCC2)sc2c1CCN(C(C)C)C2 | 2 | 36 | -3 | 3 | -3.5
